High-throughput results deposited in PubChem BioAssay by National Center for Advancing Translational Sciences (NCATS).
Glioma ERSR ind: qHTS for Inducers of the Endoplasmic Reticulum Stress Response (ERSR) in Human Glioma: qHTS; U87-MG GRP78 promoter luciferase reporter, 16 h; Potency, µM, for the others: top-dose activation, usual class: activators; actives 0.02% (n = 420,000); AID 602332, 2012; further: potency means the concentration at half of the fitted maximal effect; series mostly up to about 76 µM; % of control where 0% means no effect; nearly all actives have a fitted effect of over 35% in size
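ERSR induction read as luciferase luminescence (Bright-Glo, 10 min at room temperature) in stably transfected human U87-MG glioma cells exposed to compounds for 16 h, using GRP78 as sensor.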
mIDH1 inhibitor: qHTS for Inhibitors of mutant isocitrate dehydrogenase 1 (IDH1): qHTS. Isocitrate dehydrogenase [NADP] cytoplasmic (Homo sapiens), O75874. IDH1-R132H enzyme, NADPH consumption, diaphorase/resazurin fluorescence. Potency, µM (series often up to 76.6 µM), for inactives: at the highest dose activity change, negative = inhibition, most hits filed as inhibitors. actives 0.093% (n = 390,000). AID 602179, 2012; further: potency means the concentration at half of the fitted maximal effect; on the % scale 0 is the no-effect control and ±100 the full control effect; nearly all actives have a fitted effect of over 65% in size
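IDH1-R132H (0.5 ug/mL dispensed) in pH 7.5 Tris buffer was preincubated 30 min with compound, then given a substrate mix of 0.016 mM NADPH and 2 mM alpha-KG for 80 min at room temperature; remaining NADPH was read by diaphorase/resazurin fluorescence.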
USP1 inh: Inhibitors of USP1/UAF1: Primary Screen | AID 743255, 2014 | recombinant USP1/UAF1, Ub-Rhodamine cleavage fluorescence | actives 0.23% (n = 390,000) | Potency, µM (series often up to 57.1 µM), inactives show at the top dose activity change, negative = inhibition, most hits filed as inhibitors; further: potency means the concentration at half of the fitted maximal effect; on the % scale 0 is the no-effect control and ±100 the full control effect; nearly all actives have a fitted effect of over 60% in size; inactives centre near -12
Target sequence (O94782 whole entry, looked up): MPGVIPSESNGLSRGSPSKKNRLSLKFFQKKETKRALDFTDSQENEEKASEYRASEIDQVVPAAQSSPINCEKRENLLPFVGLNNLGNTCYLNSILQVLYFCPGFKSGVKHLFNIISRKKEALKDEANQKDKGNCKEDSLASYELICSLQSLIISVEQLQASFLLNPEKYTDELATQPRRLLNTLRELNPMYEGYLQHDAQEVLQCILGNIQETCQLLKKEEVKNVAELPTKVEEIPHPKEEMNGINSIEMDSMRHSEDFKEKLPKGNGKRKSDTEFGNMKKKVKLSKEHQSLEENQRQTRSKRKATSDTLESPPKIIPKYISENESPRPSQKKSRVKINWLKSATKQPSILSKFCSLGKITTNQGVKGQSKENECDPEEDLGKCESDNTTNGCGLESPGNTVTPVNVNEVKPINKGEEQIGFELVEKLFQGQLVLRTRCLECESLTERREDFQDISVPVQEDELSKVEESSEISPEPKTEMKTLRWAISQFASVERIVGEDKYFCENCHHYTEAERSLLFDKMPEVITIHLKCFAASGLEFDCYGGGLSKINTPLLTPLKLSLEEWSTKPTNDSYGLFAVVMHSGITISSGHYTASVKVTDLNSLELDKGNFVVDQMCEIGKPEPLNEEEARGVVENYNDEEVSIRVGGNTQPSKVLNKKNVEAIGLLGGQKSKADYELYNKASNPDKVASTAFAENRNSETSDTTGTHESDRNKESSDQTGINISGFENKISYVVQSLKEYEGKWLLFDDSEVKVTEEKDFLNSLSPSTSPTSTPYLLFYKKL
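1 nM enzyme complex + cpd, 15 min RT; start with Ub-Rho 150nM final; kinetic fluorescence ex 480/em 540, 6 reads q60 s. Buffer 50mM HEPES pH 7.8, 0.5mM EDTA, 0.1 mg/ml BSA, 1mM TCEP, 0.01% Tween-20.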
RGS4 inh: Inhibitors of Regulator of G Protein Signaling (RGS) 4: qHTS; Transcreener GDP fluorescence polarization, RGS4-accelerated GTP hydrolysis; Potency, µM (series often up to 114 µM), for the others: at the top dose activity change, negative = inhibition, usual class: inhibitors; actives 0.039% (n = 390,000); further: potency means the concentration at half of the fitted maximal effect; on the % scale 0 is the no-effect control and ±100 the full control effect; nearly all actives have a fitted effect of over 75% in size; some results filed as inactive show a strong effect at the top dose
Target sequence (P49798 whole entry, looked up): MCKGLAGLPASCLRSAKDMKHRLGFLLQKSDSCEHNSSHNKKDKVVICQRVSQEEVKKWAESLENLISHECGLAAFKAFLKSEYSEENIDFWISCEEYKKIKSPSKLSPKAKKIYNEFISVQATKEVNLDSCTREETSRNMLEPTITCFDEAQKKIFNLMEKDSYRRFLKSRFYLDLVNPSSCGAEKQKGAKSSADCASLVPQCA
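MLSMR compounds (23 nl, pin-transferred) preincubated 10 min at room temperature with a 500nM (2x) first reagent, then RGS4 at 900nM (2x) plus Transcreener GDP mix added; fluorescence polarization (620/688 nm) read before and after 90 min at 30 °C.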
LDHA inh: qHTS assay for inhibitors of human lactate dehydrogenase; purified LDHA, NADH/diaphorase-resazurin fluorescence; hits give low values; activity change, % (values are at about 110 or 230 µM); actives 0.15% (n = 480,000); AID 1347041, 2019; in the data active means activity change below about -30%; inconclusive means mostly about -25% to -30%;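 further: plate controls were DMSO wells for no effect and wells without enzyme for full effect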
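Human LDH5 (2 nM) was incubated with 0.06 mM NADH and 0.2 mM pyruvate for 5 min at room temperature in Tris pH 7.4. Remaining NADH was coupled through diaphorase/resazurin, and resorufin fluorescence was read at 0 and 20 min.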
rTrxR1 inhibitor: qHTS Assay for Inhibitors of Mammalian Selenoprotein Thioredoxin Reductase 1 (TrxR1): qHTS | AID 588453, 2011 | Potency, µM (top dose mostly 114 µM), without a hit: at the highest dose activity change, negative = inhibition, most hits filed as inhibitors | actives 1% (n = 390,000) | recombinant rTrxR1, NADPH fluorescence consumption, selenite substrate | Thioredoxin reductase 1, cytoplasmic (Rattus norvegicus), O89049; further: potency means the concentration at half of the fitted maximal effect; on the % scale 0 is the no-effect control and ±100 the full control effect; nearly all actives have a fitted effect of over 65% in size
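Rat TrxR1 (90 nM in the dispensed reagent) was pre-reduced with 400 uM NADPH for 5 min at room temperature, then incubated with compound for 15 min. After 400 uM selenite was added, NADPH fluorescence (Ex 340/Em 450 nm) was followed for 8 min.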
TrxR1 substrate: qHTS Assay for Substrates of Mammalian Selenoprotein Thioredoxin Reductase 1 (TrxR1): qHTS; actives 0.01% (n = 390,000); purified TrxR1 substrate turnover, NADPH consumption readout; Thioredoxin reductase 1, cytoplasmic (Rattus norvegicus), O89049; Potency, µM (highest dose often 114 µM), inactives show top-dose activity change, negative = substrate turnover; further: potency means the concentration at half of the fitted maximal effect; on the % scale 0 is the no-effect control and ±100 the full control effect; nearly all actives have a fitted effect of over 50% in size
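Rat TrxR1, dispensed at 90 nM, was prereduced with 400 uM NADPH (final) for 5 min at ~22 deg C, then incubated with compound 15 min before 400 uM selenite. A first-read NADPH fluorescence drop versus no-compound background flagged substrates.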
Vif-A3G inh: qHTS for Inhibitors of Vif-A3G Interactions: qHTS; Potency, µM (top dose mostly 46.1 µM), for inactives: at the highest dose activity, negative = active, usual class: inhibitors; HeLa A3G-eYFP + Vif (tagged APOBEC3G with the HIV-1 protein that degrades it), YFP fluorescence, overnight; actives 0.076% (n = 410,000);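 further: potency means the concentration at half of the fitted maximal effect; on the % scale 0 is the no-effect control and ±100 the full control effect; nearly all actives have a fitted effect of over 60% in size; hits raise eYFP signal because A3G escapes Vif-driven loss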
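Read-out is eYFP fluorescence (Ex 488/Em 500-530) from Vif-expressing HeLa A3G-eYFP cells; more signal means A3G escaped Vif-mediated degradation. Cells plated overnight, compound pinned in, incubated overnight at 37 deg C.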
Vif-APOBEC3F blk: qHTS for Inhibitors of Vif-A3F Interactions: qHTS | HeLa A3F-eYFP + Vif (tagged APOBEC3F with the HIV-1 protein that degrades it), YFP fluorescence increase | Potency, µM (doses to about 46.1 µM), without a hit: top-dose activity, negative = active | actives 0.2% (n = 390,000) | AID 602313, 2012; further: potency means the concentration at half of the fitted maximal effect; % of control where 0% means no effect; nearly all actives have a fitted effect of over 65% in size
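Fluorescence increase (Ex 488/Em 500-530) after overnight compound treatment at 37 deg C flags inhibition of Vif-driven A3F-eYFP loss in stable HeLa A3F-eYFP/Vif cells seeded overnight beforehand.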
* hit, by the source's call; ? = inconclusive; nt = not tested or not shown; [ ] = dose if it differs, or a comment. Unless noted, the call rests on the fitted dose curve; in most records, active means well fitted curve in the direction sought with a large enough effect; inconclusive means small, poorly fitted or top-dose-only effect, or another doubt; inactive means no such curve, though single readings can be large; an effect the other way counts as inactive or inconclusive.

no. | compound | Glioma ERSR ind | mIDH1 inhibitor | USP1 inh | RGS4 inh | LDHA inh | rTrxR1 inhibitor | TrxR1 substrate | Vif-A3G inh | Vif-APOBEC3F blk
1 | Cc1ccc(CNC(=O)Cn2cc3c(n2)-c2c(oc(C(=O)N4CCOCC4)c2C)CC3)cc1 | 1.7% | 4.1% | -19.1% | 0.8% | 8.2 | 0.3% | 0.3% | 1.1% | -0.5%
2 | CC(=O)N(/N=C1\Sc2ccccc2C1=O)c1ccccc1 | 3.7% | -2.1% | ? | -1.4% | -2.3 | 10.2%[57.1 µM] | 3.6%[57.1 µM] | -6.4% | -16.0%
3 | Cc1ccc(-c2csc(-c3cc(C)on3)n2)cc1 | 4.9% | -9.6% | -21.1% | 20.4% | -9.3 | 12.1% | -0.1% | -0.8% | -2.9%
4 | CN=C1NN=C(c2cc(C)n(-c3ccc(Cl)cc3)c2C)CS1 | 0.5% | -7.0% | -19.8% | -26.8% | -2.2 | 4.4% | 2.0% | 2.5% | ?
5 | Cc1nc2nc(C)c(NS(=O)(=O)c3ccc(F)cc3)c(=O)n2[nH]1 | -3.6% | -18.6% | -17.6% | 6.2% | -3.7 | 9.0% | 3.1% | -2.8% | 1.9%
6 | S=C(NCCN1CCOCC1)NC1CCCC1 | -0.1% | 11.9% | -4.4% | 2.4% | -9.0 | 18.5%[57.1 µM] | -2.2%[57.1 µM] | -3.2% | -4.3%
7 | O=C(CCCC(=O)N(CC(=O)NC1CCCC1)Cc1ccccc1)Nc1ccccn1 | -3.7% | 6.4% | -18.8% | -23.0% | -5.0 | 5.5% | -3.9% | -2.7% | -15.8%
8 | C/C(CCc1ccco1)=N/NC(=O)CCC(=O)Nc1cccc(Cl)c1 | -2.7% | 4.4% | -16.2% | -47.6% | -4.7 | -11.1% | -1.8% | -1.9% | -2.7%
9 | CC(C)OCCCNC(=S)N1CCC(C(=O)c2ccc(Cl)cc2)CC1 | -5.8% | 2.7% | -15.5% | ? | 1.3 | 10.4%[57.1 µM] | -4.3%[57.1 µM] | 4.4% | -8.8%
10 | CC(=O)c1ccc(NC(=O)C2CCC(C)NC2=O)cc1 (stereo not drawn) | -0.8% | 11.4% | -11.2% | -1.8% | 1.3 | 21.1%[57.1 µM] | -3.0% | 0.5% | -5.8%
11 | COC(=O)C1=C(N)c2c(F)cccc2C1(C#N)c1ccc(F)cc1 (stereo not drawn) | -1.7% | 12.7% | -26.1% | -30.8% | 1.0 | -5.3% | 21.8% | -18.1% | nt
12 | CC(C)COc1cccc(C(=O)Nc2ccc(CN3CCOCC3)cc2)c1 | -0.8% | -6.2% | -14.0% | 11.5% | 1.7 | 4.4% | -9.2% | 0.6% | -8.8%
13 | CS(=O)(=O)N1CCn2c1nc1ccccc12 | -0.8% | 5.1% | -3.6% | 13.5% | -1.8 | 17.4%[57.1 µM] | -4.5%[57.1 µM] | 0.6% | -14.6%
14 | Cc1ccc(S(=O)(=O)CCc2nc3ccccc3s2)cc1C | 0.4% | 2.4% | -15.7% | -2.9% | -3.0 | -2.4% | -6.1% | 0.1% | -4.2%
15 | CN(C)c1ccc(NC(=O)CSc2nc3ccccc3c(=O)n2CC2CCCO2)cc1 (stereo not drawn) | 5.6% | 17.3% | ? | 20.8% | -6.9 | 36.6%[activator][57.1 µM] | 11.7%[57.1 µM] | -3.4% | -3.7%
16 | O=C1CNC(=S)N1c1nc2ccccc2s1 | -4.4% | 3.9% | -7.3% | -24.1% | -5.0 | 0.5%[57.1 µM] | 11.8%[57.1 µM] | -4.2% | 17.2%
17 | ClCc1ncc(-c2ccc(Cl)cc2)o1 | 1.5% | -3.7% | -19.0% | 6.9% | -4.6 | ? | 4.3%[57.1 µM] | -7.7% | -4.1%
18 | COc1ccc(NC(=O)c2ccc3c(=O)n4nc(Nc5cc(C)ccc5C)sc4nc3c2)cc1 | 1.3% | -20.5% | -8.9% | -10.0% | -8.5 | 21.8% | 2.9% | -18.4% | -3.7%
19 | Cc1ccc(Nc2nc(N)nc(CN3CCN(C(=O)c4ccco4)CC3)n2)cc1Cl | 3.1% | -5.0% | -14.6% | 10.9% | -11.5 | ? | 5.1% | 0.8% | 2.6%
20 | COC(=O)c1c(C)oc(C)c1S(=O)(=O)Nc1ccccc1 | -3.2% | -4.6% | -11.4% | 11.3% | -4.1 | -6.7% | -9.5% | 0.2% | 0.9%
21 | Cc1ccc(NC(=O)COC(=O)/C=C/c2cccc(Cl)c2)cc1S(=O)(=O)N1CCOCC1 | -2.6% | -2.4% | -11.1% | -22.9% | -4.8 | 2.3% | -9.3% | -1.6% | -0.6%
22 | CCCCS(=O)(=O)NC1=NCN(CCO)CN1 | 3.0% | 0.3% | -9.4% | -30.6% | 7.8 | 7.8% | 2.9% | 2.0% | -5.5%
23 | CCOC(=O)c1nn(-c2ccc3c(c2)OCCO3)cc1O | -7.8% | -0.1% | -9.0% | 12.4% | -7.6 | 15.9%[57.1 µM] | 60.1%[activator][57.1 µM] | 1.1% | 13.0%
24 | Cc1cc(C)n(NC(=S)NC2CCCCC2)c(=O)c1C#N | -2.4% | 6.7% | -22.2% | 12.7% | 1.3 | -4.2% | 0.7% | 2.9% | 1.1%
25 | Cc1ccc(NC(=O)c2nc[nH]c2C(=O)NCCN(CCNC(=O)c2[nH]cnc2C(=O)Nc2ccc(C)cc2)CCNC(=O)c2[nH]cnc2C(=O)Nc2ccc(C)cc2)cc1 | -3.6% | -30.6% | -6.7% | 4.1% | -19.7 | 34.7%[57.1 µM] | 12.9%[57.1 µM] | 5.0% | -0.1%
26 | C1=C[C@@H]2CCN(Cc3ccccc3)Cc3cccc(c32)C1 | -2.0% | 17.9% | -30.8% | 1.7% | 1.0 | -1.2% | 2.9% | 0.4% | -12.8%
27 | COc1ccc(CCNC(=O)CCCn2c(SCC(N)=O)nc3cc4c(cc3c2=O)OCO4)cc1OC | 0.1% | 16.0% | -3.7% | -14.6% | 4.1 | 6.6%[57.1 µM] | 4.9%[57.1 µM] | 4.4% | 0.2%
28 | Cc1noc(C)c1S(=O)(=O)N(C)C[C@H]1OCc2cnnn2CCCC(=O)N([C@H](C)CO)C[C@H]1C | -2.3% | 12.3% | -19.8% | nt | 0.5 | nt | nt | 2.8% | -4.6%
29 | COc1ccccc1-c1cc(-c2ccc(C)cc2)nc(SCc2nnc(-c3ccccc3)o2)c1C#N | 4.3% | -8.5% | -18.8% | ? | -6.3 | 2.7% | 11.9% | -0.4% | 1.2%
30 | CCc1cccc(NC(=O)Cc2ccc(OC)c(OC)c2)c1 | -5.0% | 2.8% | -2.7% | 12.9% | -3.9 | 10.6%[57.1 µM] | -13.7% | 0.9% | 0.1%
31 | CCCCn1c(N)c(N(CC)C(=O)c2cc(S(=O)(=O)N3CCN(CC)CC3)ccc2Cl)c(=O)[nH]c1=O | -4.1% | 10.7% | -6.3% | -12.2% | 0.5 | -19.0% | -12.6% | -0.4% | 1.9%
32 | CCc1cccc(CC)c1NC(=O)Cn1c(-c2ccc(F)cc2)noc1=O | -1.9% | 1.1% | -10.7% | 2.4% | -2.1 | 22.4%[57.1 µM] | 6.3%[57.1 µM] | 0.0% | 13.8%
33 | Cc1ccc(S(=O)(=O)Nc2nonc2C)cc1 | -2.0% | 1.6% | -5.8% | 6.2% | -7.2 | 8.8% | 3.8% | -0.2% | -0.7%
34 | O=C(Nc1cccc(Cl)c1)c1cc(S(=O)(=O)N2CCC3(CC2)OCCO3)ccc1F | -4.5% | 16.2% | -17.7% | 11.7% | -0.3 | 9.8%[57.1 µM] | 1.4%[57.1 µM] | 0.5% | -6.6%
35 | CC(C)(C)C(=O)c1cn(CC(=O)O)c2ccccc12 | -4.7% | -4.1% | -9.6% | 6.8% | -6.4 | 9.5% | -3.2% | -0.3% | 13.7%
36 | COc1cccc2c(=O)c3ccoc3n(C)c12 | 0.2% | 1.9% | -29.2% | 6.3% | -1.7 | -10.1% | 104.5%[activator] | 1.1% | -0.8%
37 | O=C(NCCCNC(=O)c1ccc(Cl)cc1Cl)c1ccco1 | -7.1% | -0.9% | -21.9% | 0.0% | -7.8 | 10.1% | 2.3% | 1.9% | 0.4%
38 | CCC(C)(C)NC(=O)C(C)OC(=O)c1nsc(Cl)c1Cl (stereo not drawn) | -0.6% | 8.0% | -5.6% | 3.7% | -3.8 | 31.9% | 11.6% | 1.2% | 1.3%

An excerpt; count on the stated rates, not on these rows.
